# EPAC2 antag = qHTS for Antagonist of cAMP-regulated guanine nucleotide exchange factor 2 (EPAC2): primary screen; Rap guanine nucleotide exchange factor 4 (Homo sapiens), Q8WZA2; EPAC2 GEF exchange of Rap1B-BODIPY-GDP, fluorescence; Potency, µM (doses to about 114 µM), for the others: top-dose activity, negative = inhibition, most hits filed as inhibitors; hit rate 0.18% among 360,000; AID 720708, 2013; further: potency means the concentration at half of the fitted maximal effect; on the % scale 0 is the no-effect control and ±100 the full control effect; nearly all actives have a fitted effect of over 45% in size; many of its hits are not listed in these tables
# Target sequence (Q8WZA2 whole entry, looked up): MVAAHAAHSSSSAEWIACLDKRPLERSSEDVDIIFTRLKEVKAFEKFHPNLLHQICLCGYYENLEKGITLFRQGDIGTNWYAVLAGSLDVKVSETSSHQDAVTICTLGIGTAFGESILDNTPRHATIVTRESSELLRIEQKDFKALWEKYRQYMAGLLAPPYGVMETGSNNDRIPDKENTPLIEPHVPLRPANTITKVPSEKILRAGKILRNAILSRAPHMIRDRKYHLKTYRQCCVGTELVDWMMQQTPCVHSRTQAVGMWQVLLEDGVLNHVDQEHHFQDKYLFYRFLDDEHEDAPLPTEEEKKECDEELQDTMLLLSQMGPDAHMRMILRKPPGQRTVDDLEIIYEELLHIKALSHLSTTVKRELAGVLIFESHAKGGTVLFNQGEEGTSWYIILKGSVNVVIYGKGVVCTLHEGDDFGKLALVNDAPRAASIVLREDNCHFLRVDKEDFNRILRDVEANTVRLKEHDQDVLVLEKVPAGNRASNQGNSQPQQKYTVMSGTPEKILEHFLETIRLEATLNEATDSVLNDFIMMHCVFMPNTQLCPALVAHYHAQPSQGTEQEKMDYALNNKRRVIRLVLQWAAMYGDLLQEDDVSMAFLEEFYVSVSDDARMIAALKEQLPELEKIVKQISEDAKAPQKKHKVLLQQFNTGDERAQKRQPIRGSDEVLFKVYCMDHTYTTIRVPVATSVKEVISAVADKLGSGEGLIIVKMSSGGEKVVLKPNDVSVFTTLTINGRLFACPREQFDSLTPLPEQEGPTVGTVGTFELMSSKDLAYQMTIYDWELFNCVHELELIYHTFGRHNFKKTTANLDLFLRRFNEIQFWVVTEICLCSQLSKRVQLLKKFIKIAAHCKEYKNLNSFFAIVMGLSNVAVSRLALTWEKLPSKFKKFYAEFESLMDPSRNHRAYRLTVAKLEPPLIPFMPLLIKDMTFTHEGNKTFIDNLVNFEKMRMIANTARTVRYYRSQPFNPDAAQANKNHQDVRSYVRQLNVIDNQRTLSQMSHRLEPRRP
# Mm-Cpn inhibitor = Inhibitors of TCP-1 ring complex (TRiC) of Methanococcus maripaludis (MmCpn): qHTS; Potency, µM (series often up to 76.9 µM), inactives show at the top dose activity, negative = inhibition, actives largely listed as inhibitors; hit rate 0.031% among 330,000; purified Mm-Cpn ATPase, ADP Transcreener TR-FRET; Chaperonin Mm-Cpn (Methanococcus maripaludis); further: potency means the concentration at half of the fitted maximal effect; on the % scale 0 is the no-effect control and ±100 the full control effect; nearly all actives have a fitted effect of over 80% in size
#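 ATPase read-out: TR-FRET ADP immunoassay (anti-ADP Eu cryptate vs ADP-d2), ex 320 nm, em 590/665 nm; signal drops as ADP forms. Enzyme 25 nM, ATP 10 uM, 30 min at 37°C after 10 min compound preincubation.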
# A549 viability = Nrf2 qHTS screen for inhibitors: counterscreen for cytotoxicity | hit rate 0.16% among 390,000 | Potency, µM (highest dose often 46 µM), inactives show at the top dose activity change, negative = cytotoxicity, usual class: inhibitors | AID 504648, 2011 | A549 ARE-Fluc cells, CellTiter-Fluor viability, 18-24 h; further: potency means the concentration at half of the fitted maximal effect; on the % scale 0 is the no-effect control and ±100 the full control effect
#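 Cytotoxicity counterscreen: CellTiter-Fluor fluorescence was measured in A549 ARE_Fluc cells after 18-24 h of compound exposure in a concentration series. The subsequent BugLite luminescent read reports ARE-luciferase activity.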
# Nrf2 inh = Nrf2 qHTS screen for inhibitors | AID 504444, 2011 | hit rate 2.1% among 360,000 | Potency, µM (doses to about 46 µM), inactives show at the highest dose activity change, negative = inhibition, usual class: inhibitors | A549 ARE-Fluc reporter, luciferase luminescence, 18-24 h; further: potency means the concentration at half of the fitted maximal effect; on the % scale 0 is the no-effect control and ±100 the full control effect; nearly all actives have a fitted effect of over 60% in size
#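 Quantitative HTS in A549 cells stably bearing an antioxidant response element-firefly luciferase construct. Inhibition of Nrf2-driven transcription was scored by luminescence after 18-24 h of compound exposure at 37 °C.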
# Nrf2 ARE act = qHTS of Nrf2 Activators; AREc32 ARE-luciferase reporter (MCF7-derived line), luminescence, 24 h; hit rate 0.31% among 410,000; Potency, µM (series often up to 46.1 µM), without a hit: top-dose activation, most hits filed as activators; further: potency means the concentration at half of the fitted maximal effect; % of control where 0% means no effect; nearly all actives have a fitted effect of over 65% in size
#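 ARE-driven firefly luciferase activity in AREc32 cells measured after a 24 hr compound exposure at 37 deg C, using Steady-Glo reagent and a 30 min room-temperature hold.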
# TGFb SMAD3 inh = qHTS for Inhibitors of TGF-b | HepG2 CAGA-GFP TGF-b/SMAD3 reporter, GFP fluorescence, 18 h; TGF-beta stimulated, 500 pg/mL final | Potency, µM (highest dose often 46.1 µM), without a hit: at the top dose activity, negative = inhibition, usual class: inhibitors | hit rate 1.2% among 410,000 | AID 588855, 2011; further: potency means the concentration at half of the fitted maximal effect; on the % scale 0 is the no-effect control and ±100 the full control effect; nearly all actives have a fitted effect of over 65% in size
#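 Smad-responsive CAGA-GFP expression was quantified in HEPG2 cells exposed to compounds and 500 pg/mL final TGF-beta for 18 h at 37 degrees C; unstimulated wells defined full inhibition.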
# pAkt inh = HTS Assay for Inhibitors of Akt Phophorylation: Primary Screen. activity change, % for hits at 50 µM. hit rate 0.32% among 360,000. AID 651550, 2012. Neuro2A IGF-stimulated pAkt S473 HTRF, 20 min; active compounds read low; in the data active means activity change below about -80%; inconclusive means mostly about -51% to -80%; further: on the % scale 0 is the no-effect control and ±100 the full control effect
#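 Single-point screen (50 µM final compound) in Neuro2A cells stimulated 20 min with 6 nM IGF at 37 deg C. After lysis, Ser473-phosphorylated Akt read by HTRF (ex 330 nm, em 615/665 nm) as the 665/615 ratio.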
# CCT chaperon mod = High-Throughput Screening for Modulators of Cytosolic Chaperonin Activity; activity change, % (no concentration beside the values), hits read low; purified chaperonin ATPase assay, HTRF ADP detection, 30 min; hit rate 0.3% among 360,000; in the data active means activity change below about -30%; further: on the % scale 0 is the no-effect control and ±100 the full control effect
#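 TRiC (40 or 20 nM final, by batch activity) in 30 mM Tris pH 7.4, 100 mM KCl, 5 mM MgCl2, 1 mM DTT was treated with compound at 76 uM single dose, then 10 uM ATP, 30 min at 37 °C. ADP was read by HTRF Transcreener.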
# EPAC2 agonist = qHTS for Agonist of cAMP-regulated guanine nucleotide exchange factor 4 (EPAC2): primary screen. Potency, µM (highest dose often 154 µM), for the others: at the highest dose activation, most hits filed as activators. EPAC2 activation, biochemical qHTS; response scale: 100% = 6.5 mM cAMP response. hit rate 0.079% among 360,000; further: potency means the concentration at half of the fitted maximal effect; nearly all actives have a fitted effect of over 50% in size
#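 Fluorescence exchange assay: 100 nM EPAC2 with 250 nM RAP1B-BODIPY-GDP and 50 uM GDP; compounds tested as a concentration-titration series (qHTS). Loss of Rap1-bound BODIPY-GDP fluorescence read at 480/540 nm; data normalized to 6.5 mM cAMP.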
# An asterisk follows results filed as active; i = inactive; ? = inconclusive; . = no result given; [ ] = dose if it differs, or a comment. Unless noted, the call rests on the fitted dose curve; in most records, active means well fitted curve in the direction sought with a large enough effect; inconclusive means small, poorly fitted or top-dose-only effect, or another doubt; inactive means no such curve, though single readings can be large; an effect the other way counts as inactive or inconclusive. These rows are one share of the data; count on the stated rates, not on these rows.
Structure,EPAC2 antag,Mm-Cpn inhibitor,A549 viability,Nrf2 inh,Nrf2 ARE act,TGFb SMAD3 inh,pAkt inh,CCT chaperon mod,EPAC2 agonist
CN1CCCc2cc(C#N)c(=O)[nH]c21,4%,-6%,-4%,5%,0.4%,39%[activator],i,-3.7,-1%
O=C(NC(C(=O)c1ccccc1)c1ccccc1)c1ccccc1 (stereo not drawn),-14%,.,-1%,?,-0.9%,7%,i,-1.9,14%
COc1cc(/C=C/C(=O)OC(C)C(=O)Nc2ccc(Cl)cn2)ccc1OC(F)F (stereo not drawn),-3%,1%,-11%,?,12%,1%,i,-0.1,5%
COc1ccccc1OCCn1c(C(C)Oc2ccccc2)nc2ccccc21 (stereo not drawn),.,.,?,?,0.4%,11µM*,.,.,.
CCN1CCN(C(=S)Nc2ccc(Cl)c(Cl)c2)CC1,6%,0%,-1%,-5%,3.0%,?,i,-1.0,0%
O=C(c1ccco1)N1CCN(S(=O)(=O)c2ccc(Cl)cc2)CC1,3%,0%,1%,-13%,-0.4%,1%,i,-1.7,7%
COc1ccc(NC(=O)COC(=O)c2ccc(OCc3ccc(Cl)cc3Cl)c(OC)c2)c(OC)c1,6%,2%,-6%,0%,-0.4%,11%,i,-1.6,-8%
CC(C)CCNC(=O)CN1C(=O)COc2ccc(S(=O)(=O)N3CCOCC3)cc21,.,.,-7%,8%,-0.6%,-15%,.,.,.
COC(=O)c1ccccc1NC(=O)Nc1cc(C)ccn1,5%[57.1 µM],2%,7%,1%,-1.4%,-4%,i,0.1,22%
O=c1c(=O)n(-c2ccccc2)ccn1Cc1c(F)cccc1Cl,.,.,3%,-8%,0.0%,1%,.,.,.
O=S(=O)(Cc1ccccc1)Cc1cnc(Cl)s1,2%,1%,3%,-5%,-0.4%,1%,i,-2.4,5%
Cc1ccc(S(=O)(=O)NNC(=O)c2ccncc2)cc1,7%,-1%,-8%,2%,-0.7%,3%,i,-1.3,-2%
CCN(CC)S(=O)(=O)c1ccc(C(=O)NNC(=O)c2csc(N3CCOCC3)n2)cc1,8%,0%,2%,-2%,0.3%,0%,i,-1.8,4%
COc1ccccc1C(=O)NCC(c1ccco1)N1CCc2ccccc21 (stereo not drawn),-19%,0%,0%,-18%,0.4%,-14%,i,1.6,10%
CC(C)c1c(C(=O)N/N=C/c2ccoc2)nnn1-c1nonc1N,-3%,-2%,2%,9%,-0.1%,4%,i,1.9,-7%
O=C1/C(=C/c2ccncc2)SC(=S)N1Cc1ccccc1,2%,-4%,-10%,-17%,?,?,i,0.7,7%
CS(=O)(=O)c1nc2ccccc2n1Cc1ccccc1,6%,-1%,3%,-17%,-0.5%,5%,i,-3.4,7%
OC(c1ccc(F)c(F)c1)c1nc(-c2cccs2)cs1 (stereo not drawn),-22%,.,.,.,15%,-9%,i,-1.7,7%
Cc1nn(C)c(C(=O)Nc2ccc(Cn3cccn3)cc2)c1[N+](=O)[O-],1%,8%,-1%,-13%,-0.1%,-14%,i,-0.7,2%
c1ccc(-n2nnnc2NC2CCCCCC2)cc1,8%,1%,-3%,-29%,0.3%,-16%,i,0.3,-8%
COc1ccc2nc(N3C(=O)C(O)=C(C(=O)c4ccco4)C3c3ccccc3OC)sc2c1 (stereo not drawn),9%,-4%,1%,5%,4.0%,-5%,.,-1.2,-16%
O=C(COC(=O)c1cncc(Br)c1)NC1CCCCC1,6%,-3%,1%,1%,1.8%,1%,i,-1.5,6%
Cn1nc(C(=O)NCCc2ccc(S(N)(=O)=O)cc2)c2ccccc2c1=O,-5%,-21%,-4%,1%,0.0%,32%,i,1.6,-5%
Cc1cc(Nc2cccc(Cl)c2Cl)n2ncnc2n1,27%,0%,6%,-17%,-0.4%[9.22 µM],2%,i,-0.1,3%
Cc1[nH][nH]c(=O)c1C(c1cc([N+](=O)[O-])ccc1O)c1c(C)[nH][nH]c1=O,7%,?,-3%,7%,9.5%,-12%,i,-0.9,0%
COC(=O)c1ccc(C(=O)OC)c(NS(=O)(=O)c2ccc(NC(C)=O)cc2)c1,-17%,-2%,-2%,7%,-0.4%,-9%,i,-1.1,4%
Cc1ccc(NC(=S)N2CCN(c3ncccn3)CC2)c(C)c1,6%,1%,0%,-4%,0.0%,-35%,i,-0.4,-11%
COC(=O)c1cccc(NC(=O)Nc2ccc(Cl)cc2)c1,9%,2%,-9%,-17%,2.3%,?,i,1.1,-3%
COc1ccc(C(=O)OCc2cc(=O)n3nc(-c4cccs4)sc3n2)cc1,.,.,0%,19%,12%,?,.,.,.
O=C(Cn1ccccc1=O)c1ccc(Cl)cc1,-11%,2%,-2%,0%,0.0%,2%,i,-0.3,2%
CS(=O)(=O)NCCCCCCNS(C)(=O)=O,4%,0%,0%,0%,2.3%,-1%,i,-1.5,11%
ClC1(Cl)CC1CSc1nnc(-c2ccncc2)o1 (stereo not drawn),1%,-1%,8%,14%,4.3%,3%,i,1.9,-4%
O=C(OCC1OC2OC3(CCCCC3)OC2C2OC3(CCCCC3)OC12)c1ccccc1 (stereo not drawn),-1%,0%,12%,12%,-0.3%[9.22 µM],-2%,i,-2.8,-4%
COCCN(C(=S)Nc1ccc(OC)cc1)C1CCN(C(C)=O)CC1,-2%,-2%,-2%,11%,0.3%[9.22 µM],19%,i,0.0,-1%
C/C(CC(=O)Nc1cc(Cl)ccc1C)=N\NC(=O)C(=O)N1CCCC1,0%,-1%,5%,15%,0.3%,-11%,i,-2.3,-2%
C[C@H](NC(=O)CCC1CCC(=O)N1)c1ccccc1 (stereo partly drawn),28%,.,-1%,-3%,3.2%,-4%,.,.,0%
COc1ccc(S(=O)(=O)N2CCCCCC2)cc1C(=O)Nc1ccc(C)cn1,-2%,3%,3%,4%,-0.8%,-20%,i,-3.5,-1%
CCOc1ccc(C(=S)N2CCCC2)c(OCC)c1,8%,-2%,1%,5%,0.2%,-14%,i,-0.6,-3%
CCCn1c(=O)c(C(=O)NC(C)c2ccccc2)c(O)c2ccccc21 (stereo not drawn),-8%,2%,2%,2%,-0.2%,0%,i,-4.4,10%
O=C(c1ccccc1)c1ccccc1C(=O)N1CCCC1,-8%,.,-1%,10%,-0.5%,-18%,i,1.7,6%
Cc1cc(C)cc(N(CCC#N)C(=O)COC(=O)CNC(=O)c2sc3ccccc3c2Cl)c1,1%,-14%,-1%,16%,0.1%,-17%,i,-1.9,8%
O=C(COC(=O)CNC(=O)c1ccccc1)Nc1nc(-c2ccccc2)cs1,-1%,2%,0%,?,6.2%,5%,i,2.3,-2%
Cc1c(O)c2cccnc2[nH]c1=O,-2%,2%,-2%,-23%,1.4%,-2%,i,0.8,-1%
COc1ccc2sc3ccccc3c(=O)c2c1,-1%,-9%,-6%,26%,?,-23%,i,-2.9,-2%
Cc1nc(N2CCOCC2)c2c(C(=O)N(C)c3ccccc3)c(C)oc2n1,.,.,-1%,10%,-0.1%,-9%,.,.,.
Cc1ccc(NC(=O)CN2C(=O)c3ccccc3C2=O)cc1,6%,1%,-8%,-14%,-0.8%,1%,i,-2.5,7%
O=C(OCCCOC(=O)c1ccc(O)cc1)c1ccc(O)cc1,1%,2%,-2%,-4%,-0.2%,0%,i,-0.5,2%
Cc1cc2oc(=O)cc(Cn3ccnc3)c2cc1O,6%,1%,7%,22%,0.1%,2%,i,-8.3,13%
COc1cc(NC(=O)c2ccco2)c(OC)cc1NC(=O)Nc1ccc(Cl)cc1,-2%,1%,-7%,-23%,-0.5%,-18%,i,-4.4,13%
O=C(CSc1n[nH]c(-c2cccnc2)n1)OC1CCCCC1,-8%,-2%,0%,10%,0.5%,0%,i,-0.4,-4%
COc1cc(NC(=O)c2ccc3c(c2)OCO3)ccc1NC(=O)c1ccco1,2%,1%,-8%,?,-0.5%,6%,i,0.7,0%
COc1ccc(CNC(=O)O[C@@H]2C[C@H]3C(=O)N(c4ccccc4)C(=O)[C@H]3[C@@]3(CN(S(=O)(=O)c4ccc(C)cc4)C[C@H]3C)[C@@H]2O)cc1OC,1%,.,.,.,0.8%,?,i,-0.3,6%
Cc1ccc(C(=O)NCCCC(=O)O)o1,8%,0%,-4%,?,0.3%,0%,i,-0.2,-4%
Cc1onc(-c2ccccc2Cl)c1C(=O)NCCN1Cc2ccccc2C1=O,0%,2%,-6%,1%,0.1%,20%,i,-1.1,6%
Cc1cc(C)n2cc(CSc3nc4ccccc4[nH]3)nc2n1,9%,-2%,0%,16%,2.9%,-2%,i,0.7,1%
COc1ccc(C2CC(c3ccc(Br)cc3)=NN2C(=S)Nc2ccccc2)cc1 (stereo not drawn),-3%,-15%,-2%,19%,3.6%,-1%,i,0.0,-3%

# Bioassay records from PubChem.
